USP8 block – human USP8 deubiquitinase inhibition. P40818. purified USP8, Ub-rhodamine cleavage fluorescence, 30 min. inhibition, % at 20 µM. actives 4.2% (n = 47,000)
USP17 inh – blocks human USP17 ubiquitin-rhodamine cleavage; A8MUK1; purified USP17, Ub-rhodamine cleavage fluorescence, 3 h; inhibition, % at 50 µM; actives 6.5% (n = 47,000); AID 1645855
UCHL1 inh – human UCHL1 deubiquitinase inhibition | purified UCHL1, Ub-rhodamine cleavage fluorescence | P09936 | AID 1645859 | actives 0.2% (n = 47,000) | inhibition, % at 20 µM
USP30 inh – inhibitors of human USP30 deubiquitinase. inhibition, % at 25 µM. Q70CQ3. purified USP30, Ub-rhodamine cleavage fluorescence. AID 1645860. actives 5.3% (n = 47,000)
Target sequence (Q70CQ3 whole entry, looked up): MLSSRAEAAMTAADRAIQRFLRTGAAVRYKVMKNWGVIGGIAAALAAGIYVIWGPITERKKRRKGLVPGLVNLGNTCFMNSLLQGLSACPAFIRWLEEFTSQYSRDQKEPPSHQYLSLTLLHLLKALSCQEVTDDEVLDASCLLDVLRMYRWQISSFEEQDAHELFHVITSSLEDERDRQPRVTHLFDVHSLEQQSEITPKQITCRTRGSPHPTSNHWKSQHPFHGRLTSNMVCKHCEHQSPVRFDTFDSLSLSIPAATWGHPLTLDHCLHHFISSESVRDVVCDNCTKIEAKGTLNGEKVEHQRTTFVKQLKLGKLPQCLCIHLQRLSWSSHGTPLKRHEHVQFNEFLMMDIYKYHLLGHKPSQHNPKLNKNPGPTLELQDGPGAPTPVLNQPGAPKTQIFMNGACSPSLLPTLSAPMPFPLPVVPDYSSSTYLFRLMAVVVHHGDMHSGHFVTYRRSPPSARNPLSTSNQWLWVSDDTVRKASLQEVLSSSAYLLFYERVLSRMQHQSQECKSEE
USP7 inh – inhibitors of human USP7 deubiquitinase | actives 0.3% (n = 47,000) | Q93009 | inhibition, % at 20 µM | purified USP7, Ub-rhodamine cleavage fluorescence | AID 1645854
USP28 block – inhibitors of human USP28 deubiquitinase; inhibition, % at 25 µM; Q96RU2; actives 3% (n = 47,000); purified USP28, Ub-rhodamine cleavage fluorescence, 30 min
OTUD3 inh – human OTUD3 deubiquitinase inhibition. actives 0.7% (n = 47,000). purified OTUD3, Ub-rhodamine fluorescence, 2 h. Q5T2D3. inhibition, % at 25 µM. AID 1645858
Target sequence (Q5T2D3 whole entry, looked up): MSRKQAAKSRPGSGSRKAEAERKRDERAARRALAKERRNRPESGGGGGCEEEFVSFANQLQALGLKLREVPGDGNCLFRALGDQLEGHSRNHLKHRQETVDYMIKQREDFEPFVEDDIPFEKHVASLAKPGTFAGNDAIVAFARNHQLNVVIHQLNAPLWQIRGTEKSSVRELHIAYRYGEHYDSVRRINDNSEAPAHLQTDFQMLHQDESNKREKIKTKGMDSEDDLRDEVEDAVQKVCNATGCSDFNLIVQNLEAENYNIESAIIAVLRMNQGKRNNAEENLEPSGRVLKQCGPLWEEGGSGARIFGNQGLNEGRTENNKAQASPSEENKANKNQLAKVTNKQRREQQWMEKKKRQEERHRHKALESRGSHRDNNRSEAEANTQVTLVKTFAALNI
USP10 inh – human USP10 deubiquitinase inhibition; inhibition, % at 20 µM; actives 1.1% (n = 47,000); Q14694; AID 1645856; purified USP10, Ub-rhodamine fluorescence, 60 min
An asterisk follows results filed as active; i = inactive; . = not tested or not shown. No stated cut-off is given here; in the data, active means inhibition above about 30%; inactive means the rest.

SMILES	USP8 block	USP17 inh	UCHL1 inh	USP30 inh	USP7 inh	USP28 block	OTUD3 inh	USP10 inh
CC1CCN(C(=O)c2nnn(-c3ccccc3)c2-c2cccnc2)CC1	-11	2	0	2	1	8	6	0
Cc1nn2c(nnc3c(=O)n(-c4ccccn4)ccc32)c1-c1cccc(Cl)c1	-14	8	-2	-16	-13	-20	0	-1
Cc1cnc(NC(=O)c2cccc(S(=O)(=O)N(C)C)c2)s1	1	-7	2	15	4	12	10	-1
CCN(c1ccc(NC(=O)CN2C(=O)NC3(CCCCC3)C2=O)cc1)C(C)C	4	0	4	4	0	0	-1	0
Cc1cccc(-c2nn(-c3ccc(F)cc3)cc2C(=O)NCCN2CCOCC2)c1	-7	-17	-4	-26	-5	-14	-9	-2
Cc1ccc(C)c(NS(=O)(=O)c2ccc3c(c2)NC(=O)C(C)C(=O)N3)c1 (stereo not given)	10	7	0	11	3	1	0	5
CC(=O)Nc1cccc(NC(=O)c2sc3nc(-c4ccccc4)cn3c2C)c1	0	47*	4	.	0	.	0	-1
O=C(Nc1ccccc1Cl)c1ccc(CN2CCC(Cc3ccccc3)CC2)cc1	-7	-7	5	-8	11	-14	3	8
COC(=O)c1ccc(CSc2nc(N)cc(=O)[nH]2)cc1	-7	0	3	21	5	10	7	1
Cc1ccc(CNC(=O)c2cnc3sc4c(n3c2=O)CCC4)cc1	13	6	0	16	1	8	6	-4
O=C(Nc1ccc(F)cc1F)C1CCCN(S(=O)(=O)N2CCCCCC2)C1 (stereo not given)	12	-8	4	14	-2	5	0	-1
CC(C)C(=O)N1CCc2cc(-c3csc(NC4CCCC4)n3)ccc21	-126	-36	-3	-150	-1	-17	-19	-8

In another format: entries from further up
SMILES | USP8 block | USP17 inh | UCHL1 inh | USP30 inh | USP7 inh | USP28 block | OTUD3 inh | USP10 inh
Cc1ccc(C)c(NS(=O)(=O)c2ccc3c(c2)NC(=O)C(C)C(=O)N3)c1 (stereo not given) | 10 | 7 | 0 | 11 | 3 | 1 | 0 | 5
CC(=O)Nc1cccc(NC(=O)c2sc3nc(-c4ccccc4)cn3c2C)c1 | 0 | 47* | 4 | . | 0 | . | 0 | -1
O=C(Nc1ccccc1Cl)c1ccc(CN2CCC(Cc3ccccc3)CC2)cc1 | -7 | -7 | 5 | -8 | 11 | -14 | 3 | 8

Next section:
SMILES	USP8 block	USP17 inh	UCHL1 inh	USP30 inh	USP7 inh	USP28 block	OTUD3 inh	USP10 inh
COc1ccccc1CC(=O)N1CCC(Cc2ccccc2)CC1	0	11	3	36*	-1	8	19	6
COc1ccc(C2C(C(=O)Nc3ccccc3OC)=C(C)Nc3nnnn32)cc1Br (stereo not given)	-119	74*	0	13	-11	3	4	0
COc1cc(OC)c(N(C)S(=O)(=O)c2cccc(C(=O)OCC(=O)c3ccc([N+](=O)[O-])cc3)c2)cc1Cl	-13	1	0	-29	6	-2	-1	-3
COc1ccccc1C(=O)N1CCC2(CC1)NC(=O)N(CCOc1ccccc1)C2=O	3	-4	-1	0	-2	-8	-6	2
O=C(N[C@@H]1C[C@@H](Oc2cccnc2)[C@H](O)[C@H]1N1CCCCC1)c1cccnc1	8	4	-1	5	2	4	5	0
O=C1C(=O)N(c2nc3ccc(F)cc3s2)C(c2ccc(F)cc2)/C1=C(\O)c1ccc(F)cc1 (stereo not given)	-40	-80	2	-110	15	1	-29	61*
O=C(Nc1nc2c(s1)CCC2)c1cccc(N2CCNC2=O)c1	-4	42*	-2	-42	-3	31*	-1	0
Cc1cccc(N2CCN(C(=O)CCC3=NS(=O)(=O)c4ccccc4N3)CC2)c1C	11	1	5	2	3	10	5	3
CCOc1ccccc1C(=O)NCc1c(C)noc1C	12	0	1	-4	-11	-6	-9	0
COc1cc2ncnc(N3CCCC3)c2cc1OC	4	4	0	8	5	3	11	3
CCN1c2ccccc2C(=O)NC12CCN(C(=O)Cc1cccc(F)c1)CC2	-63	0	-6	-28	-8	-22	-16	-7
CNC(=O)N1CCc2cc(C(=O)NCC3CC3)c(NCC3CC3)nc2CC1	-6	-3	-2	-18	-8	-10	-9	-1

Ordered by heavy-atom count (ascending): some entries from above.
SMILES	USP8 block	USP17 inh	UCHL1 inh	USP30 inh	USP7 inh	USP28 block	OTUD3 inh	USP10 inh
COc1cc2ncnc(N3CCCC3)c2cc1OC	4	4	0	8	5	3	11	3
CCOc1ccccc1C(=O)NCc1c(C)noc1C	12	0	1	-4	-11	-6	-9	0
O=C(Nc1nc2c(s1)CCC2)c1cccc(N2CCNC2=O)c1	-4	42*	-2	-42	-3	31*	-1	0
COc1ccccc1CC(=O)N1CCC(Cc2ccccc2)CC1	0	11	3	36*	-1	8	19	6
CC(C)C(=O)N1CCc2cc(-c3csc(NC4CCCC4)n3)ccc21	-126	-36	-3	-150	-1	-17	-19	-8
CNC(=O)N1CCc2cc(C(=O)NCC3CC3)c(NCC3CC3)nc2CC1	-6	-3	-2	-18	-8	-10	-9	-1
O=C(N[C@@H]1C[C@@H](Oc2cccnc2)[C@H](O)[C@H]1N1CCCCC1)c1cccnc1	8	4	-1	5	2	4	5	0
O=C(Nc1ccccc1Cl)c1ccc(CN2CCC(Cc3ccccc3)CC2)cc1	-7	-7	5	-8	11	-14	3	8
COc1ccccc1C(=O)N1CCC2(CC1)NC(=O)N(CCOc1ccccc1)C2=O	3	-4	-1	0	-2	-8	-6	2
O=C1C(=O)N(c2nc3ccc(F)cc3s2)C(c2ccc(F)cc2)/C1=C(\O)c1ccc(F)cc1 (stereo not given)	-40	-80	2	-110	15	1	-29	61*
COc1cc(OC)c(N(C)S(=O)(=O)c2cccc(C(=O)OCC(=O)c3ccc([N+](=O)[O-])cc3)c2)cc1Cl	-13	1	0	-29	6	-2	-1	-3

Further results follow.
SMILES	USP8 block	USP17 inh	UCHL1 inh	USP30 inh	USP7 inh	USP28 block	OTUD3 inh	USP10 inh
CN(C)C(=O)c1ccc(NC(=O)CN2CCc3cc4c(cc3C2)OCCCO4)cc1	-13	.	-8	-3	-5	-4	-10	0
CC(=O)N1CCN(Cc2nc3sc(C)c(-c4ccc(C)cc4)c3c(=O)[nH]2)CC1	-34	-18	-15	-128	-60	-17	-32	-8
COCC(=O)N1CCC(c2ccnc(Nc3ccc(C)cn3)n2)C1 (stereo not given)	-8	16	3	16	5	10	22	-1
CCC1[C@@H](C)C(Nc2ccccc2)c2ccccc2N1C(C)=O (stereo not given in full)	7	9	1	22	-56	14	13	2
Fc1cccc(CN2CCC[C@@H](Cn3nnc(-c4ccccn4)n3)C2)c1	-5	-6	-1	10	-5	-2	0	-2
CCS(=O)(=O)N1Cc2ccccc2CC1C(=O)N=c1sc2ccccc2n1C (stereo not given)	-7	0	-2	-101	6	8	-33	-7
O=C(Cc1ccc2ccccc2c1)NCCc1nc2ccccc2[nH]1	-231	-23	-6	-47	-8	-11	-6	-8
Cc1ccc(N)cc1S(=O)(=O)Nc1cccc(C(F)(F)F)c1	-5	-3	1	-26	4	2	0	4
Cn1nccc1-c1cccc(-c2noc(-c3ccc(F)cc3)n2)c1	-4	5	-1	-1	-3	-6	-5	1
Cc1sc(NC(=O)CN2CCCC2)nc1-c1ccc2c(c1)CCN2S(=O)(=O)c1ccccc1	10	39*	-1	-16	1	3	-8	-5
Cc1ccc(C(=O)N2CCC3(CC2)OCCN3S(=O)(=O)c2ccccc2)cc1	-11	-12	-4	-6	-3	-10	-4	-3
O=C1Nc2ccccc2Oc2cc(N3CCOCC3)c(S(=O)(=O)N3CCOCC3)cc21	-24	-34	-2	-11	-7	-16	-10	0
Cc1ccc2c(=O)c3c([nH]c2c1C)CCN(CC(=O)NCc1ccccc1)C3	-6	72*	-24	40*	-22	18	1	-6
O=C1CC(C(=O)Nc2ccc(Cl)cc2Cl)n2ncc(-c3ccccc3)c2N1 (stereo not given)	-35	-7	0	-10	6	-10	-6	16
COc1ccc(Cl)cc1NC(=O)Cn1cnc(-c2nc(C)cs2)c1	-8	-11	1	5	-9	-12	-12	3
Cc1ccccc1Cn1ccc(=O)n(CC(=O)NCC2CCCO2)c1=O (stereo not given)	11	22	1	28	2	14	13	5
CN1C(=O)c2cc(NC(=O)c3ccccc3Cl)ccc2Oc2ccccc21	0	2	2	9	7	80*	-4	9
CC1CCN(C(=O)Cn2c(=O)n(Cc3ccccc3)c(=O)c3cc(Cl)ccc32)CC1	0	.	4	3	-16	-1	1	6
CCN1CC2(CC1=O)CN(C(=O)NC(C)C)CCN(S(=O)(=O)Cc1ccccc1)C2 (stereo not given)	-35	0	1	27	7	15	22	2
Cc1cc(NC(=O)c2cc3ccccc3oc2=O)nc2c1c(=O)oc1ccccc12	-65	28	-4	6	-1	-3	-2	-3
Cc1ccc(C(C(=O)NC2CCCCC2)N(C(=O)CCCC(=O)Nc2ccccn2)c2ccc(C)cc2C)cc1 (stereo not given)	-3	49*	0	27	2	5	20	2
CCNc1cc(N2CCCC(CCC(=O)N3CCCC(CN4CCCC4)C3)C2)ncn1 (stereo not given)	-188	-54	-9	-101	-13	-31	-37	-10
CC(=O)c1ccccc1NC(=O)COc1ncnc2scc(-c3ccc(F)cc3)c12	-6	-22	-7	-17	-11	-21	-18	-8
CC(=O)N1CCN(C(=O)c2ccc(Cl)cc2)CC2(CC(=O)N(C)C2)C1 (stereo not given)	-34	-4	0	-7	2	-26	0	0
Cc1ccc(CNS(=O)(=O)c2cc3n(c2)CCCNC3=O)o1	-21	-45	-7	-125	-12	-22	-12	-6
O=C(CSc1nccn1-c1ccc([N+](=O)[O-])cc1)NCc1ccccc1	3	-33	0	.	-3	.	0	2
CC(C)CCNC(=O)c1cc(S(=O)(=O)N2CCC3(CC2)OCCO3)ccc1F	7	5	1	9	4	4	8	-1
O=C(Nc1ccc(SCc2nnc(-c3ccccc3)o2)cc1)C1CC1	-15	-29	0	0	1	61*	-11	4
O=C(COC(=O)c1cc2ccccc2oc1=O)Nc1ccc2c(c1)CCC2	11	10	0	18	4	6	6	-1
O=c1[nH]c(CN2CCN(Cc3ccccc3)CC2)nc2scc(-c3ccccc3)c12	-16	12	-13	-209	-17	-85	-57	-9
Cc1cc2cc(CNC(=O)c3cc(Br)ccc3Cl)ccc2n1C	-27	4	-26	-183	-27	-40	-43	-4
O=C(Cc1ccccc1)N1CCc2[nH]nc(-c3ccccc3)c2C1	1	4	3	17	-2	4	9	2
O=C(CSc1nnc(C2CC2)n1-c1ccccc1)c1ccc(F)c(F)c1	6	3	1	32*	-156	6	10	0
CS(=O)(=O)c1ccc(CN2CCc3nc4cccnc4cc3C2)c(Cl)c1	-216	-132	-157	i	-134	-227	-160	-1
COc1ccc(NS(=O)(=O)c2cc(NC(=O)c3ccccn3)ccc2N2CCCCC2)cc1	-18	-37	-5	-39	-8	-17	-17	-11
COc1ccc(CC(=O)N2CCN(S(=O)(=O)c3cccc4nsnc34)CC2)cc1	-84	-13	-4	2	12	-7	0	0
CCc1cccc(-n2nc(C)c3c2NC(=O)CC3C(=O)c2cc(C)sc2C)c1 (stereo not given)	9	8	3	17	1	12	10	6
O=C(O)C1CC(O)CN1C(=O)c1ccc2ccccc2n1 (stereo not given)	1	-1	-2	10	1	0	2	1
CN1CCC(C(=O)N2CCC[C@@H]3[C@H]2C/C=C/Cc2ccccc2OCC(=O)N3C)CC1	4	0	2	2	6	5	4	0
O=C(N1CCOCC1)N1CCn2c(nnc2C2CCNCC2)C1	-7	7	0	9	3	1	11	0
CCc1c(C#N)c(SCC(=O)Nc2nsc(-c3ccc(Cl)cc3)n2)nc2c1C(=O)CC(C)(C)C2	-19	0	1	0	12	-2	-6	-2
CC(=O)c1cccc(NC(=O)c2ccccc2N(Cc2ccccc2)S(C)(=O)=O)c1	18	4	1	19	-4	11	6	-2

High-throughput results: PubChem BioAssay, Dana-Farber Cancer Institute and Novartis Institutes for BioMedical Research (Cambridge, Mass)

Rows were taken by chance; any-hit rate near 13%.
